Screens (PubChem)
Growth percent in the NCI-60 one-dose screen (48 h, 10 µM unless noted): 100 = growth as untreated, 0 = no growth, -100 = all killed.
MDA-MB-468 = MDA-MB-468 breast cancer. AID 2202374. hit rate 8.5% among 78,000
CCRF-CEM = CCRF-CEM leukemia; hit rate 7% among 77,000; AID 1794778
SR = SR leukemia cells | hit rate 8.7% among 73,000 | AID 1794780
K-562 = K-562 leukemia; hit rate 7.4% among 78,000
RPMI-8226 = RPMI-8226 leukemia cells; hit rate 7.5% among 77,000; AID 1794781
MOLT-4 = MOLT-4 leukemia cells. hit rate 6.9% among 80,000
MCF7 = MCF7 breast cancer; AID 1794796; hit rate 6.3% among 82,000
MDA-MB-231 = MDA-MB-231 breast cancer; hit rate 5% among 81,000
Starred values were filed as active, the others as inactive; / = not tested or not shown; & = joins results of further samples. The calls were made as follows: active = growth percent below 10; inactive = the rest.

Results follow in this order: K-562, MCF7, CCRF-CEM, MDA-MB-468, SR, RPMI-8226, MDA-MB-231, MOLT-4
> CC(=O)N(C)c1ccc(N)c2c1C(=O)c1ccccc1C2=O
→ 128, 89, 111, 107, 89, 107, 91, 97
> CC(=O)Nc1ccc(-c2cc3c(NCc4ccc(C)cc4)ncnc3s2)cc1
→ 80, 77, 95, 85, 81, /, 84, 95
> c1ccc(NCc2ccc3c(c2)OCO3)cc1
→ 99&105, 102&100, 92&101, 98&104, 92&92, 94&100, 106&100, 97&96
> CN(C)c1nc(NCCNS(=O)(=O)c2ccc(C(=O)/C=C/c3ccc(F)cc3)cc2)nc(N2CCOCC2)n1
→ 0.8*, 18, 23, -37*, -26*, -28*, 36, -6.5*
> COc1ccc(S(=O)(=O)Cl)cc1
→ 101, 95, 103, 101, 102, 104, 110, 101
> Nc1nc(N)c(N=Nc2ccc(C(=O)O)cc2)c(=O)[nH]1
→ 111, 105, 86, 129, 98, 88, 107, 100
> CNC(=O)c1cc(Oc2cccc3nc(N4CCCC4)ccc23)ccn1
→ 89, 102, 94, 103, 105, 88, 96, 97
> COc1ccc(NCc2cn(-c3ccc(C(=O)O)cc3)nc2-c2ccc(C(=O)O)cc2)cc1
→ 99, 90, 105, 113, 99, 111, 111, 105
> CCC(O)C(C)C=O (configuration not stated)
→ 109, 90, 103, 98, 91, 100, 99, 101
> CC(C)CC(=O)C1C(=O)c2ccccc2C1=O
→ 112&99, 103&100, 96&97, 105, 85&99, 103&98, 112&97, 97&109
> Cc1ccc(-c2c(C#N)c(N)n(-c3cccc(C(F)(F)F)c3)c(=O)c2C#N)cc1
→ 98, 99, 105, 106, 105, 102, 107, 103
> NC1=NCCN1
→ /, 91, 45, 87, 124, 40, 104, 113
> COc1cc(CNC(=O)CCSc2nc3ccccc3c(=O)n2Cc2cc(OC)c(OC)c(OC)c2)cc(OC)c1OC
→ 8.7*, 15, 35, 1.8*, 11, 39, 46, 19
> CC(=O)/C(=C\n1c(=S)[nH]c2ccc([N+](=O)[O-])cc21)C(=O)Nc1ccccc1C
→ 104, 98, 101, 120, 93, 92, 98, 90
> CC1(C(=O)OCc2ccccc2)C(=O)C2=C(CCCC2)N1c1ccc([N+](=O)[O-])cc1 (configuration not stated)
→ 88, 94, 104, 90, 94, 95, 89, 77
> COc1ccc(-n2c(SCC(=O)Nc3ccc(-c4nc5ccccc5[nH]4)cc3)nc3ccccc3c2=O)cc1
→ 6.0*, -49*, 26, -88*, -5.0*, -21*, 29, 26
> Fc1ccc2nc(-c3cnn4cccnc34)sc2c1
→ 86, 27, 102, -2.6*, 78, 88, 84, 80
> O=C1/C(=C/c2ccc(SC(F)(F)F)cc2)Cc2c(Br)cccc21
→ 100, 72, 85, 97, 91, 90, 79, 89
> O=S1(=O)C(Cl)(Cl)S(=O)(=O)C(Cl)(Cl)S(=O)(=O)C1(Cl)Cl
→ 95, 99, /, 108, 101, 103, 106, 94
> COc1ccc(C(=O)C(=O)c2ccc(OC)cc2)cc1
→ 97, 100, 105, 102, /, 99, 110, 98

The list continues.
Results follow in this order: K-562, MCF7, CCRF-CEM, MDA-MB-468, SR, RPMI-8226, MDA-MB-231, MOLT-4
> Nc1ncnc2c1C(c1ccccc1Cl)c1ccc3ccccc3c1O2 (configuration not stated)
→ 99, 71, 100, 105, /, 94, 73, 100
> CC(/C=N/NC(=S)Nc1ccccc1)=C\c1ccccc1
→ 98, 90, 103, 111, 81, 91, 116, 95
> CCc1c(C)c2cc3nc(-c4ccc(N(C)C)cc4)oc3c(C)c2oc1=O
→ 102, 93, 95, 95, 104, 97, 107, 102
> CCN(CCNc1ccc(C)c2sc3cc(Cl)ccc3c(=O)c12)CC(C)(C)O
→ 30, 58, 80, -19*, 50, 49, 32, 70
> CN1CCN(c2ccc3nc(/N=C/c4ccc5sc(-c6ccc([N+](=O)[O-])cc6)nc5c4)sc3c2)CC1
→ 91, 95, 101, 109, 92, 101, 112, 108
> CN1C(=O)CCC1C(=O)NCc1cc(C(F)(F)F)ccc1Cl (configuration not stated)
→ /, 103, 102, 101, 96, 102, 107, 97
> CCCCCCCC/C=C\CCCCCCCCOc1ccccc1CC(=O)NCC[N+]1(C)CCCCC1
→ 36, 80, 23, -10.0*, -5.1*, 20, 60, 20
> CC12OC(CC(O)C1O)n1c3ccccc3c3c4c(c5c6ccccc6n2c5c31)C(=O)N(CCN1CCCC1)C4=O (configuration not stated)
→ 4.6*, 2.2*, 20, 3.5*, 2.4*, 1.2*, 57, -3.2*
> CC(=O)CC(=O)Nc1ccccc1NC(=O)CC(C)=O
→ 112, 88, 109, 96, 102, 105, 107, 109
> Cc1cn(C2CCCO2)c(=O)nc1N (configuration not stated)
→ /, 100, 114, 112, 110, 116, 95, 121
> C/C=C/C(O)CCCC (configuration not stated)
→ 94, 96, 103, 106, /, 106, 115, 93
> C=C(C)CNC(C)=S
→ 87, 87, 95, 104, 93, 98, 93, 99
> COc1ccc(-n2c(C(=O)c3c[nH]c4ccccc34)n[nH]c2=S)cc1
→ 85, 66, 97, 97, 97, 81, 89, 88
> O=C(/C=C/c1ccccc1Cl)c1ccc(NC(=O)N2CCN(c3cc4c(cc3F)c(=O)c(C(=O)O)cn4C3CC3)CC2)cc1
→ 99, 95, 95, 108, 96, 115, 103, 100
> O=C(/C=C1\C=CN(CCCF)c2ccccc21)n1ccc2ccccc21
→ 85, 84, 97, 56, 82, 90, 83, 96
> COc1cc2c(cc1OC)C1=NN(C(=O)Nc3ccc(F)cc3)C(c3ccc(F)cc3)C1C2 (configuration not stated)
→ 92, 93, 94, 94, 91, 95, 124, 88
> CC(=O)Oc1ccc(Br)cc1C(=O)O
→ 109, 94, 89, /, 99, 100, 118, 101
> Nc1ccc2ncccc2c1
→ 98, 59, /, 103, 63, /, 85, 113
> O=[N+]([O-])c1ccc(/C=C/c2ccc([N+](=O)[O-])cc2)cc1
→ 91, 85, 97, 96, 91, 96, 91, 93
> CCCCC[C@H](O)C/C=C1/C(=O)C=C[C@@H]1C/C=C\CCCC(=O)OC
→ 5.8*, 19, 2.6*, 65, 0.2*, /, /, 20

Additional structures follow.
Results follow in this order: K-562, MCF7, CCRF-CEM, MDA-MB-468, SR, RPMI-8226, MDA-MB-231, MOLT-4
> O=C1/C(=C/c2ccc(Cl)cc2)N=C2SCN(c3ccc(F)cc3)CN12
→ 97, 89, 97, 100, 90, 94, 90, 93
> Clc1ccccc1Cn1cc(CSc2nc3ccccc3s2)nn1
→ 92, 89, 103, 92, 64, 98, 99, 86
> O=C1N(Cc2cc(F)cc(F)c2)c2ccccc2S(=O)(=O)N1c1cccnc1Cl
→ 85, 111, 95, 83, /, 78, 92, 85
> COc1ccc(/C=C(/C#N)n2nnc3cccc(F)c32)cc1
→ 13, 17, 21, -5.3*, 7.8*, /, 0.9*, 14
> O=C(NC1CCC(CN2CCOCC2)CC1)C1CCC2NOC(C3CCCCC3)C2C1 (configuration not stated)
→ 66, 82, 84, 85, 81, 71, 91, 61
> O=C(CN1CCOCC1)N1CCOCC1
→ 108&102, 105&110, 106&106, 116&108, 98&94, 106&96, 98&108, 103&98
> c1ccc(Nc2nnc(Nc3ccccc3)s2)cc1
→ 103, 99, 101, 115, 84, 104, 102, 96
> C=C(C)[C@@H]1CC[C@]2(C(=O)O)CC[C@]3(C)[C@H](CC[C@@H]4[C@@]5(C)C[C@@H](Cc6cn(C7OC(CO)C(O)C(O)C7O)nn6)[C@H](O)C(C)(C)[C@@H]5CC[C@]43C)[C@@H]12 (some centres not stated)
→ 89, 89, 98, 97, 102, 105, 106, 89
> Nc1ccc(CC(=S)N2CCOCC2)cc1
→ 95, 103, 121, 99, 89, 110, 102, 77
> O=C1/C=C/[C@@H](O)[C@@H]2C[C@@H](O)C[C@H]2/C=C/CCC[C@@H](C(F)(F)F)O1
→ 92, 67, 92, -41*, 102, 98, 97, 85
> Cc1ccc(/C=N/NC(=O)Nc2[nH]c3ccc(S(N)(=O)=O)cc3c2-c2ccccc2)cc1
→ 76, 101, 88, 103, 123, 85, 85, 94
> c1ccc2cc(-c3ccnc(N4CCNCC4)n3)ccc2c1
→ 54, 60, 60, 47, 39, 72, 59, 46
> O=C(CN1CCN(c2cc3c(cc2F)c(=O)c(C(=O)N/N=C/c2ccc(Br)cc2)cn3C2CC2)CC1)N/N=C\c1ccc(Br)cc1
→ 81, 86, 88, 89, 89, 88, 94, 70
> CC(C)CN(CC(C)C)c1nn[nH]n1
→ /, 102, 97, 101, /, 103, 104, /
> CCc1ccc(OCc2ccccc2C(=O)Nc2ccc3nc(C)cc(N)c3c2)cc1
→ -68*, -70*, -53*, -58*, -61*, -45*, -82*, -74*
> Cc1ccc(N2C(=O)CC(Sc3ccccc3N)C2=O)cc1 (configuration not stated)
→ 92, 85, 80, 108, 98, 85, 92, 97
> CC1(CO)COC(c2ccc(Cl)cc2)N1 (configuration not stated)
→ 89, 103, 95, 103, 91, 104, 116, 105
> CC(=O)NC(Cc1cnc[nH]1)C(=O)O (configuration not stated)
→ 103, 96, 111, 106, 92, 101, 118, 109
> Cn1c(SCC(=O)Nc2ccc([N+](=O)[O-])cc2)nc2ccccc2c1=O
→ 65, 84, 80, 71, 64, 75, 90, 68
> CCc1c(Cl)nc(N)nc1Nc1ccc(C)c(C)c1
→ 96, 83, 100, 83, 73, 104, 97, 94

Reprinted at random: 2 entries already listed.
Results follow in this order: K-562, MCF7, CCRF-CEM, MDA-MB-468, SR, RPMI-8226, MDA-MB-231, MOLT-4
> Cn1c(SCC(=O)Nc2ccc([N+](=O)[O-])cc2)nc2ccccc2c1=O
→ 65, 84, 80, 71, 64, 75, 90, 68
> O=C1/C(=C/c2ccc(Cl)cc2)N=C2SCN(c3ccc(F)cc3)CN12
→ 97, 89, 97, 100, 90, 94, 90, 93

(list continues)
Results follow in this order: K-562, MCF7, CCRF-CEM, MDA-MB-468, SR, RPMI-8226, MDA-MB-231, MOLT-4
> COC(=O)[C@]1(C)CCC[C@]2(C)[C@H]3C[C@@H]4[C@H]5[C@@H]6CC/C(=N\OCC/C(N)=N/O)[C@H]5[C@@]3(CC[C@H]21)CC4(C(C)C)O6
→ 79, 56, 19, 64, 5.1*, 39, 61, 28
> O=C(/C=C/c1cn(Cc2ccccc2)c2ccccc12)c1cc2ccccc2oc1=O
→ 55, 28, 85, 30, 51, 90, 69, 67
> CCOP(C)(=O)/C(Cc1ccc(OC)c(OC)c1)=N\O (configuration not stated)
→ 101, 104, 110, 97, 105, 99, 109, 112
> COc1ccc(/C(=C\c2ccc3c(c2)OCO3)C(=O)Nc2nc3ccc(F)cc3s2)cc1OC
→ 101, 95, /, 115, 93, 102, 109, 94
> NC(=O)c1cnc(Nc2cccc(N)c2)nc1NCCCNC(=O)C1CCC1
→ 52, 75, 26, 53, 77, 97, 50, 26
> CCCN[C@H]1CCc2nc(N)sc2C1
→ /, 108, 102, 104, 105, /, 103, 135
> CC(C)=C/C(C)=N\NS(=O)(=O)c1ccc([N+](=O)[O-])cc1
→ 96, 95, 114, 103, 102, 95, 102, 97
> CN(C)C(=S)Sc1ccc([N+](=O)[O-])cc1[N+](=O)[O-]
→ 8.1*, 0.5*, 4.5*, -79*, 7.6*, 28, 44, 0.2*

Molecules above that contain an aryl methoxy group (ten):
Results follow in this order: K-562, MCF7, CCRF-CEM, MDA-MB-468, SR, RPMI-8226, MDA-MB-231, MOLT-4
> COc1ccc(S(=O)(=O)Cl)cc1
→ 101, 95, 103, 101, 102, 104, 110, 101
> COc1ccc(NCc2cn(-c3ccc(C(=O)O)cc3)nc2-c2ccc(C(=O)O)cc2)cc1
→ 99, 90, 105, 113, 99, 111, 111, 105
> COc1cc(CNC(=O)CCSc2nc3ccccc3c(=O)n2Cc2cc(OC)c(OC)c(OC)c2)cc(OC)c1OC
→ 8.7*, 15, 35, 1.8*, 11, 39, 46, 19
> COc1ccc(-n2c(SCC(=O)Nc3ccc(-c4nc5ccccc5[nH]4)cc3)nc3ccccc3c2=O)cc1
→ 6.0*, -49*, 26, -88*, -5.0*, -21*, 29, 26
> COc1ccc(C(=O)C(=O)c2ccc(OC)cc2)cc1
→ 97, 100, 105, 102, /, 99, 110, 98
> COc1ccc(-n2c(C(=O)c3c[nH]c4ccccc34)n[nH]c2=S)cc1
→ 85, 66, 97, 97, 97, 81, 89, 88
> COc1cc2c(cc1OC)C1=NN(C(=O)Nc3ccc(F)cc3)C(c3ccc(F)cc3)C1C2 (configuration not stated)
→ 92, 93, 94, 94, 91, 95, 124, 88
> COc1ccc(/C=C(/C#N)n2nnc3cccc(F)c32)cc1
→ 13, 17, 21, -5.3*, 7.8*, /, 0.9*, 14
> CCOP(C)(=O)/C(Cc1ccc(OC)c(OC)c1)=N\O (configuration not stated)
→ 101, 104, 110, 97, 105, 99, 109, 112
> COc1ccc(/C(=C\c2ccc3c(c2)OCO3)C(=O)Nc2nc3ccc(F)cc3s2)cc1OC
→ 101, 95, /, 115, 93, 102, 109, 94
